GALK inh: qHTS Assay for Inhibitors of Human Galactokinase (GALK). Purified GALK, Kinase-Glo residual ATP luminescence. 0.007% of 270,000 active. Potency, µM (highest dose often 57.5 µM), inactives show at the top dose activity change, negative = inhibition, usual class: inhibitors. P51570. AID 1868, 2009; also: potency is read from the fitted curve at half-maximal effect; % is scaled to controls: 0 for no effect and ±100 for the full control effect
Target sequence (P51570 whole entry, looked up): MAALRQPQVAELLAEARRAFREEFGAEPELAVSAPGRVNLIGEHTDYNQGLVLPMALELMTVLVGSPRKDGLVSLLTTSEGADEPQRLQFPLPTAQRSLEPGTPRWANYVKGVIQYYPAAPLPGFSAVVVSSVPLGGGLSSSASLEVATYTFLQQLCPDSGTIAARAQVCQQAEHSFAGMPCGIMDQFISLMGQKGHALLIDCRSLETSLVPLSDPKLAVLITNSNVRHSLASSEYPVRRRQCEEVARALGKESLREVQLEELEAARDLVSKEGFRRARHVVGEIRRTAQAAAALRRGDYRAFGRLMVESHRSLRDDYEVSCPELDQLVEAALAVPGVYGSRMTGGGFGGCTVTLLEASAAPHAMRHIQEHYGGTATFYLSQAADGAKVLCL
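Quantitative HTS: GALK 5 nM, ATP 35 uM, galactose 100 uM, 1 h room temperature, then luciferase-based ATP detection.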
Menin MLL FP TR: qHTS Assay for Inhibitors Targeting the Menin-MLL Interaction in MLL Related Leukemias: Competition With Texas Red Labeled MLL-derived Mutant Peptide; 0.23% of 270,000 active; AID 1768, 2009; Menin + Texas Red MLL mutant peptide, fluorescence polarization; Potency, µM (series often up to 61.6 µM), for inactives: top-dose FP activity change, negative = inhibition, most hits filed as inhibitors; O00255; active = well fitted inhibition curve with a large enough effect in the polarisation, with a control signal flat, not every such curve was filed as active; inconclusive = small, poorly fitted or top-dose-only effect, or effect the other way, or a change in a side signal; inactive = no such curve, though single readings can be large or run the other way; the % refers to the polarisation; also: potency is read from the fitted curve at half-maximal effect; % of control where 0% means no effect; many of its hits are not listed in these tables
BCR signal inh: qHTS Assay to Find Inhibitors of Chronic Active B-Cell Receptor Signaling; Potency, µM (top dose mostly 46.1 µM), for inactives: at the top dose ratio change, negative = lower green/red ratio, usual class: inhibitors; ABC-DLBCL IkBa-CBG/CBR reporter, luminescence ratio, 4 h; 0.05% of 340,000 active; active = well fitted inhibition curve with a large enough effect in the signal ratio, with a control signal flat, not every such curve was filed as active; inconclusive = small, poorly fitted or top-dose-only effect, or effect the other way, or a change in a side signal; the % refers to the signal ratio;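 also: potency is read from the fitted curve at half-maximal effect; plate controls were basal doxycycline-induced cells for no effect and cells given 10 µM MG132 for full effect; MG132 reads +100%, hits lower the ratio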
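TMD8 human ABC-DLBCL cells with doxycycline-inducible IκBα–green luciferase fusion and unfused red luciferase, in 0.5% FBS medium; compounds up to 46 uM, 4 h at 37C. Green/red luminescence ratio, filter-overlap corrected, fitted to concentration-response curves.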
Eya2 phos inh: qHTS Assay for Inhibitors of the Phosphatase Activity of Eya2; Protein phosphatase EYA2 (Homo sapiens), O00167; recombinant Eya2, OMFP fluorescence dephosphorylation (OMFP is methylfluorescein phosphate); Potency, µM (highest dose often 76.9 µM), for the others: at the top dose activity, negative = inhibition, usual class: inhibitors; 0.006% of 330,000 active; AID 488837, 2010; also: potency is read from the fitted curve at half-maximal effect; % is scaled to controls: 0 for no effect and ±100 for the full control effect
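Eya2 (0.2 uM) preincubated 10 min at ambient with compound, then OMFP substrate added at 50 uM; 10 min reaction in 50 mM HEPES pH 7.5, 50 mM NaCl, 5 uM MgCl2, 0.05% BSA, 1 mM DTT. Fluorescence read at Ex 485/Em 525 nm.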
USP2a block: qHTS Assay for Inhibitors of Ubiquitin-specific Protease USP2a Using CHOP2 as the Reporter. USP2 core, Ub-CHOP2 coupled fluorogenic reporter, 485/531. Potency, µM (doses to about 38.3 µM), inactives show top-dose activity change, negative = inhibition, most hits filed as inhibitors. 0.01% of 330,000 active. AID 463254, 2010;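 also: potency is read from the fitted curve at half-maximal effect; plate controls were DMSO wells for no effect and full inhibition by NEM control for full effect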
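Cell-free coupled assay: 10nM USP2 core preincubated 30min RT with compound in Tris-HCl pH 8.0/CaCl2/CHAPS buffer, then 25nM Ub-CHOP2 and 25nM reporter substrate; fluorescence (Ex 485/Em 531) read after 60min RT, normalized to NEM inhibition, concentration-response curves fitted.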
MBNL1-CUG inh: qHTS Assay for Inhibitors of MBNL1-poly(CUG) RNA binding | TR-FRET MBNL1-His/biotin-(CUG)12 binding, 665/545 ratio | 0.036% of 280,000 active | Muscleblind-like protein 1 (Homo sapiens), Q9NR56 | AID 2675, 2010 | Potency, µM (top dose mostly 57.5 µM), for inactives: at the top dose activity change, negative = inhibition, actives largely listed as inhibitors; active = well fitted inhibition curve with a large enough effect in the signal ratio, with a control signal flat, not every such curve was filed as active; inconclusive = small, poorly fitted or top-dose-only effect, or effect the other way, or a change in a side signal; inactive = no such curve, though single readings can be large or run the other way; the % refers to the signal ratio; also: potency is read from the fitted curve at half-maximal effect; % is scaled to controls: 0 for no effect and ±100 for the full control effect
Target sequence (Q9NR56 whole entry, looked up): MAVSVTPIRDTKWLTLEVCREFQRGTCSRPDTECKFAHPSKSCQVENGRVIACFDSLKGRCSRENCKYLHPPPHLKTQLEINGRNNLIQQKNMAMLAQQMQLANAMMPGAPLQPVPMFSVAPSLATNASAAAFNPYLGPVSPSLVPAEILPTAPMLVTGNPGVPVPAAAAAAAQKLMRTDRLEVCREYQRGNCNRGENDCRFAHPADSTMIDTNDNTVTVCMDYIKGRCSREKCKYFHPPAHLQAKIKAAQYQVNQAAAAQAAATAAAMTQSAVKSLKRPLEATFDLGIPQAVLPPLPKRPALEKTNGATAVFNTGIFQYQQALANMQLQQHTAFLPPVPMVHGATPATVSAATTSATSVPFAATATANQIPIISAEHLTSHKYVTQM
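MBNL1-His + Biotin-(CUG)12, cpd titration 92 nM–58 uM; Tb anti-His Ab 0.055 ng/ul, SA-XL665 5 nM (final); 60 min RT; ratiometric 665/545 nm, Ex 340 nm; normalized to buffer and full-complex controls.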
PKM2 act: qHTS Assay for Activators of Human Muscle isoform 2 Pyruvate Kinase; 0.34% of 260,000 active; Potency, µM (doses to about 57.5 µM), for the others: top-dose activation, hits mostly activators; purified PKM2, Kinase-Glo ATP luminescence, activation; response scale: 0% is enzyme alone, no compound; AID 1631, 2009; also: potency is read from the fitted curve at half-maximal effect; % is scaled to controls: 0 for no effect and ±100 for the full control effect; nearly all actives have a fitted effect of over 55% in size
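Kinase-Glo luminescence reports ATP generated from ADP (0.1 mM) and PEP (0.5 mM) by purified hPK-M2 after 1 h at room temperature, pH 7.2 imidazole buffer; intermediate enzyme activity allows detecting inhibitors and activators.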
Mito fusion act: qHTS Assay for Small Molecule Inhibitors of Mitochondrial Division or Activators of Mitochondrial Fusion; S. cerevisiae fusion-defective mutant growth rescue, CellTiterGlo 48 h; Potency, µM (doses to about 46.1 µM), for inactives: at the top dose growth rescue (activation), hits mostly activators; 0.23% of 320,000 active;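 also: potency is read from the fitted curve at half-maximal effect; % of control where 0% means no effect; nearly all actives have a fitted effect of over 45% in size; temperature-sensitive fusion mutants such as fzo1-1 at 37 °C on non-fermentable ethanol glycerol medium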
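Temperature-sensitive fusion-defective S. cerevisiae (e.g. fzo1-1, mgm1-5) were grown with compound in YPEG medium (3% ethanol, 3% glycerol) for 48 hours at 37C. Growth rescue was measured as viability by CellTiterGlo luminescence after 10 minutes at ambient.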
TSHR antagonist: Antagonists of the Thyroid Stimulating Hormone Receptor: HTS campaign; 0.2% of 330,000 active; activity change, negative = inhibition, % at 11.5 µM; TSHR-expressing cells, TSH-stimulated cAMP HTRF, 2 h; hits give low values; Thyrotropin receptor (Homo sapiens), P16473; AID 504810, 2011;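 active = activity change below a set negative limit, meaning inhibition stronger than a set level, cut at about -70% in these data; inconclusive = activity change between two set negative limits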; also: % is scaled to controls: 0 for no effect and ±100 for the full control effect
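Inhibition of cAMP made by TSHR-expressing cells under TSH stimulation (4nM final, EC80; 2 h, 37 deg C) is quantified with a one-step lysis HTRF kit, anti-cAMP cryptate versus cAMP-d2.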
S-ASM inh: Inhibitors of Secretory Acid Sphingomyelinase (S-ASM): qHTS | Sphingomyelin phosphodiesterase (Homo sapiens), P17405 | placental ASM, HMU-PC fluorogenic substrate, 60 min | AID 504937, 2011 | 0.006% of 340,000 active | Potency, µM (titrated, usually from 57.5 µM), for inactives: at the top dose activity change, negative = inhibition, most hits filed as inhibitors; also: potency is read from the fitted curve at half-maximal effect
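Human placenta-derived ASM preincubated with compound 10 min at room temperature, then reacted with 9 uM (final) fluorogenic HMU-PC substrate for 60 min at 37 C. Stop solution raises pH to 10; fluorescence read at Ex 386/Em 447 nm.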
hERG WT inh: qHTS for Inhibitors of KCHN2 3.1: Wildtype qHTS; Voltage-gated inwardly rectifying potassium channel KCNH2 (Homo sapiens), Q12809; U2OS, BacMam KCNH2, thallium flux FluxOr; hits give low values; activity change, % at 1.84 µM; 0.37% of 340,000 active; AID 720551, 2013;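 active = maximum activity change below -70%; inconclusive = maximum activity change between -70% and -50%; inactive = maximum activity change above -50%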; also: % is scaled to controls: 0 for no effect and ±100 for the full control effect
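U2OS cells transduced with wild-type KCNH2 virus are loaded with FluxOr dye for 45 min, and thallium flux is measured in kinetic reads before and after stimulation buffer. Rate constants are normalized to DMSO controls.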
Numbers without * were called inactive; ? = inconclusive; . = no result given; [ ] = another dose, or the depositor's remark. Unless noted, calls follow the shape of the dose curve; as a rule, active = well fitted curve in the direction sought with a large enough effect; inconclusive = small, poorly fitted or top-dose-only effect, or another doubt; inactive = no such curve, though single readings can be large; an effect the other way counts as inactive or inconclusive. The list is partial; rates above refer to the full screens.

SMILES | GALK inh | Menin MLL FP TR | BCR signal inh | Eya2 phos inh | USP2a block | MBNL1-CUG inh | PKM2 act | Mito fusion act | TSHR antagonist | S-ASM inh | hERG WT inh
Cc1cc(NC(=O)c2sc3ccccc3c2O)no1 | 3% | ? | ? | -10% | 0% | 33%[activator] | -16% | -3% | -8 | . | 4
Cc1cc2c(n1-c1ccc(Cl)cc1)CC(C)(C)CC2=O | -2% | ? | 6% | -37% | 1% | -3% | -3% | 8% | -5 | -2% | 19
COC(=O)Cn1c(O)c(N=NC(=O)c2ccc3c(c2)OCO3)c2ccccc21 | 10% | -1% | ? | 1% | 0% | ? | -4% | 10% | 2 | -2% | -4
Cc1ccccc1NC(=O)Cc1nnc(SCC(=O)N2CCN(c3ccccc3)CC2)n1C | -3% | -7% | -2% | -9% | 1% | -10% | 0% | -2% | -2 | 4% | -4
O=C(CN1C(=O)C2C3C=CC(C3)C2C1=O)Nc1cccc(S(=O)(=O)N2CCCC2)c1 (stereo not drawn) | 1% | -1% | 0% | -5% | 0% | 16% | 1% | -7% | -7 | 4% | 0
O=S(=O)(Nc1cc(Cl)cc(Cl)c1)N1CCOCC1 | -5% | 11% | -1% | 7% | 0% | -8% | 1% | 2% | 19 | -1% | 4
Cc1ccc2cccc(Oc3ncnc4scc(-c5ccc(Cl)cc5)c34)c2n1 | -3% | -10% | 18% | -2% | 4% | ? | -2% | ? | -39 | -11% | -26
CCOC(=O)Cn1c(=O)oc2cc(S(=O)(=O)Nc3ccc(F)cc3)ccc21 | 4% | ? | -4% | -2% | 0% | -8% | ? | 1% | -29 | 3% | -1
COc1ccc(OC)c2[nH]c(=O)c(CCNC(=O)c3ccc(S(=O)(=O)N4CCCC4)cc3)cc12 | 1% | -8% | 0% | 13% | 0% | 9% | 1% | 2% | -8 | 3% | 6
Cc1cccnc1NC(=O)c1ccc(COc2ccccc2)o1 | -7% | . | -11% | 6% | 2% | -5% | -8% | 3% | 15 | 1% | 6
Cc1sc2nc(C3CC3)nc(N3CCN(C(=O)c4ccccc4F)CC3)c2c1C | 0% | . | ? | -19% | -1% | 6% | . | 20% | -17 | -15% | -1
Cc1ccsc1CN(C(=O)c1ccc([N+](=O)[O-])cc1)C1CCS(=O)(=O)C1 (stereo not drawn) | 4% | . | 1% | -13% | 1% | ? | -12% | 3% | -9 | 1% | -2
O=C(NCCc1ccccc1F)C1CCCN1S(=O)(=O)c1ccccc1 (stereo not drawn) | 3% | -12% | -1% | 3% | 3% | -11% | -4% | -1% | -5 | 5% | -7
Cc1ccccc1C(=O)N1CCN(S(=O)(=O)c2ccccc2)CC1 | 8% | 3% | -2% | -2% | 0% | -12% | -12% | 5% | -13 | 1% | -14
CCOc1ccccc1NC(=O)Cc1cccs1 | -1% | ? | 0% | 5% | 3% | 0% | 0% | 0% | -7 | 1% | -5
CC(C)[C@H](NC(=O)c1ccccc1)C(=O)OCC(=O)Nc1sccc1C(N)=O | . | . | -6% | ? | 0% | . | . | . | 11 | -4% | -7
CCCc1cc(=O)oc2cc(OCC(=O)N3CCN(C(=O)C4COc5ccccc5O4)CC3)ccc12 (stereo not drawn) | 4% | . | 3% | 9% | 2% | 2% | . | 1% | -4 | -2% | -10
CC(O)[C@H]1CNCCN1CCc1cccc(F)c1 (stereo partly drawn) | . | . | -4% | 17% | 3% | . | . | -3% | -10 | 2% | -13
CC1(C)CC(=O)C2=C(C1)N(CC1CCCO1)C(=O)NC2(C(F)(F)F)C(F)(F)F (stereo not drawn) | -1% | -7% | 3% | -20% | 1% | 5% | -1% | -4% | -1 | 2% | 2
CCN(c1ccccc1)S(=O)(=O)c1ccc(C(=O)NNC(=O)c2ccccc2F)cc1 | . | . | ? | 7% | 1% | . | . | -1% | -2 | -5% | -5
COc1ccc2c(CC(=O)Nc3ccc(N4CCOCC4)cc3)coc2c1 | -1% | -18% | -3% | -9% | 1% | -3% | -2% | -11% | 0 | -3% | 23
COc1ccc(NC2CC(=O)N(C(C)C)C2=O)cc1 (stereo not drawn) | 0% | -9% | 2% | 1% | 0% | 10% | 7% | 1% | -4 | 1% | 1
CS(=O)(=O)NCCCNc1ccc(Cl)cc1[N+](=O)[O-] | 4% | 6% | ? | -23% | -1% | ? | 5% | -1% | 2 | -14% | -5
CN(C)n1cccc1/C=C(\C#N)S(=O)(=O)c1ccc(Cl)cc1 | . | . | -3% | -3% | 4% | 2% | 5% | 1% | -9 | -8% | 5
CCc1nnc(NC(=O)CSc2nnc(-c3ccc(OC)cc3)n2C)s1 | 1% | 4% | 7% | -1% | -4% | -5% | 1% | -2% | -2 | -9% | 2
CC1Oc2ccccc2N(CC(=O)N2CCCc3ccccc32)C1=O (stereo not drawn) | -1% | -12% | 6% | 6% | -7% | -3% | -1% | 3% | -5 | 0% | 0
CC(C)CC(=O)Nc1nnc(SCC(=O)Nc2nccs2)s1 | -4% | ? | 1% | -9% | 0% | 1% | -1% | 3% | -4 | -3% | -8
CCCNC(=O)c1cccc(COCC(F)(F)C(F)F)c1 | 0% | 19% | ? | 2% | 2% | 1% | 12% | -3% | 8 | 5% | -3
CN1C(=O)NC(c2cccc(F)c2)C2=C1CC(C)(C)CC2=O (stereo not drawn) | 4% | 12% | 0% | 1% | 3% | -4% | . | -7% | 5 | 6% | 1
Cc1ccccc1NC(=O)CSc1nnc(CNC(=O)c2ccc3c(c2)OCO3)n1C | 15% | 29% | 8% | 5% | 0% | -10% | 5% | -5% | 4 | 2% | -1
COc1ccc(S(=O)(=O)N2CCCCCC2)cc1C(=O)NCCOc1ccc(C)cc1 | . | . | 1% | -34% | 0% | . | . | 10% | -8 | -2% | -4
S=C(NCCCN1CCOCC1)N1CCOCC1 | 4% | . | 6% | -2% | 3% | -4% | 0% | 3% | -4 | 4% | -1
CCCCCCCCCn1c2c(c(=N)c3c1CCC3)CCC2 | -3% | -13% | ? | -6% | -1% | -9% | 0% | -18% | -33 | -15% | -5
O=C(COC(=O)c1ccc(F)c(S(=O)(=O)N2CCOCC2)c1)NCc1ccc(Cl)cc1 | . | . | 0% | -18% | 9% | . | . | . | -11 | 0% | 0
CCCCn1c(N)c(N(CC(C)C)C(=O)c2ccc(-c3ccc(C(C)=O)cc3)o2)c(=O)[nH]c1=O | . | . | 1% | 13% | 2% | . | . | -9% | 1 | . | -5
N/C(CC(=O)Nc1cc(C(F)(F)F)ccc1Cl)=N\O | 1% | -2% | -3% | -5% | -1% | 4% | -4% | -3% | 10 | 4% | -5
Oc1ccccc1C1=NCCNC(C(F)(F)C(F)F)=C1 | -1% | 3% | 5% | 1% | 2% | 4% | -14% | -2% | -6 | -12% | 17
Cc1ccc(C)c(OCC(=O)Nc2ccccc2C(=O)NC2CC2)c1 | 3% | . | -1% | -4% | 4% | -1% | . | -1% | 5 | 3% | 9

High-throughput results: PubChem, National Center for Advancing Translational Sciences (NCATS)
